D2 antag – antagonizes the human D2 dopamine receptor. P14416. 2% of 340,000 active. HEK293 TREx D2 cells, calcium flux, dopamine EC80. inhibition, % at 10 µM; in the data active = inhibition above about 30%; also: 0% is about no effect
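Overnight-induced (tetracycline, 30 C) HEK293 T-REx cells carrying force-coupled D2 receive a no-wash calcium dye, then compound, then EC80 dopamine at 180 s; signals are read kinetically throughout.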
D1 antagonist – human D1 dopamine receptor antagonism; activity change, negative = inhibition, % at 10 µM; P21728; HEK293 TREx D1 cells, calcium flux, dopamine EC80; hits give low values; 3.2% of 360,000 active; in the data active = activity change below about -30%; also: % is scaled to controls: 0 for no effect and ±100 for the full control effect
Target sequence (P21728 whole entry, looked up): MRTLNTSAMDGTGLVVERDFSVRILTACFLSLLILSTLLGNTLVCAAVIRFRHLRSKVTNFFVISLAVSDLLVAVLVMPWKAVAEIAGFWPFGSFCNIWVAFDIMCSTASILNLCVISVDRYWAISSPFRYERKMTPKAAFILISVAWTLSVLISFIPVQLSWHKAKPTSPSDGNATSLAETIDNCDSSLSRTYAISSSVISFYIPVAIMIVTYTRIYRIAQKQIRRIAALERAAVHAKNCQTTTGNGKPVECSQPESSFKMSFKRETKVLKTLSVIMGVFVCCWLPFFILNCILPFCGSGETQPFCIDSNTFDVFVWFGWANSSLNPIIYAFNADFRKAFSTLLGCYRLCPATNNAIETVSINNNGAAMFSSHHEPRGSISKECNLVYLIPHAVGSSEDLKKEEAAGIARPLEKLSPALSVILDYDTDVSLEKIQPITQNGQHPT
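Inducible Hek293 Trex D1 cells (tetracycline, overnight, 30 C). Calcium dye 30–90 min RT. Antagonist mode: EC80 dopamine added after 180 s compound read.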
D1 ag – agonists of human D1 dopamine receptor. activation, % at 2 µM. P21728. 1% of 360,000 active. AID 504660. HEK293 T-REx D1 cells, calcium flux, agonist mode; also: 0% is about no effect
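Tetracycline-induced HEK293 TREx D1 cells, force-coupled to calcium signalling, were dye-loaded with a no-wash calcium kit. Compound was pin-added after a 10 s baseline. Fluorescence was read kinetically at 1 cycle/s for 180 s, with calcium rises flagged as agonism.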
D2 potentiator – positive allosteric modulators of human D2 dopamine receptor; potentiation, % at 10 µM; HEK293 T-REx D2, calcium flux, EC20 dopamine potentiation; AID 485347; 0.34% of 340,000 active;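 active = potentiation over 3 SD above the plate norm, cut at about 30% in these data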; also: 0% is about no effect
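Cells plated with tetracycline inducer and held overnight at 30 C; calcium dye loaded 30–90 min at room temperature; baseline taken, compound added and read 180 s; EC20 dopamine then added and read 180 s.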
RXFP1 antagonist – RXFP1 (human) relaxin receptor antagonism | activity change, negative = inhibition, % at 57.5 µM | Q9HBX9 | 0.59% of 350,000 active | AID 1259400 | HEK293-RXFP1, relaxin-stimulated cAMP HTRF, 30 min; hits give low values;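 active = activity change of -60% or lower, but not beyond a set lower limit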; also: % is scaled to controls: 0 for no effect and ±100 for the full control effect
TRHR PAM – TRH receptor (human) allosteric enhancement; P34981; enhancement, % at 2 µM; AID 493056; TRHR cells, fluo-8 calcium fluorescence, EC20 TRH enhancement; 0.66% of 360,000 active; in the data active = enhancement above about 30%; also: 0% is about no effect
Target sequence (P34981 whole entry, looked up): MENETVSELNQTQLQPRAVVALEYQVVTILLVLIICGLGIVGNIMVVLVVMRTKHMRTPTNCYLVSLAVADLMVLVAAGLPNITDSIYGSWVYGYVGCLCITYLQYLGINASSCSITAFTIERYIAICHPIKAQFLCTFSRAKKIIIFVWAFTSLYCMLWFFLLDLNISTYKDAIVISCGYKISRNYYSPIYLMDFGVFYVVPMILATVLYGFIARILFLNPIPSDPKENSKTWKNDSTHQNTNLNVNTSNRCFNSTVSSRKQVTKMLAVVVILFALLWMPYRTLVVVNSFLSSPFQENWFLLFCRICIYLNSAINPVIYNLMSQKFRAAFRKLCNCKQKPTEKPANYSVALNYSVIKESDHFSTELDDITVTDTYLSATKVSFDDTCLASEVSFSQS
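Enhancer read-out: after compound pinning and an initial kinetic agonist-mode read, an EC20 of TRH (10 nM final) was injected and fluo-8 calcium signal (Ex 480/Em 530) followed at 1 s/cycle for 100 cycles in TRHR-expressing cells.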
TRHR ag – agonists of human TRH receptor. P34981. TRHR cells, calcium flux fluo-8, FDSS agonist mode. activation, % at 2 µM. 0.18% of 360,000 active. AID 493084; also: 0% is about no effect
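TRHR-expressing cells, plated overnight in medium with 10% serum, were loaded with fluo-8 calcium dye at room temperature. After a 10 s baseline, library compound was pin-added and calcium release was recorded kinetically (ex 480/em 530) as agonist response.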
D1 potentiator – potentiators of human D1 dopamine receptor; P21728; 0.036% of 360,000 active; AID 504651; HEK293 TREx D1 cells, calcium flux, dopamine EC20 potentiation; potentiation, % at 10 µM; in the data active = potentiation above about 30%; also: 0% is about no effect
D2 ag – activates the human D2 dopamine receptor. P14416. HEK293 T-REx D2 cells, calcium flux agonist mode. activation, % at 2 µM. 0.53% of 340,000 active. AID 485358;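 active = activation over 3 SD above normal in the single-dose calcium agonist read, cut at about 30% in these data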; also: 0% is about no effect
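Agonism is scored from calcium flux in a force-coupled, inducible HEK293 cell line expressing D2, read kinetically for 180 s after compound addition against dopamine controls.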
* marks the source's active call; other numbers are inactive results; nt = no result given. Rule as the data show it, unless noted: active = activation above about 30%; inactive = the rest. Compounds as they come, and some 7.1% of all compounds hit somewhere here.

SMILES	D2 antag	D1 antagonist	D1 ag	D2 potentiator	RXFP1 antagonist	TRHR PAM	TRHR ag	D1 potentiator	D2 ag
COc1ccc(Cn2cccc(NC(=O)Nc3ccc(C#N)cc3)c2=O)cc1	-5	-11	2	3	-15	-4	0.3	-3	2.1
COC(=O)NNC(=O)C1CCC(C(=O)NNC(=O)OC)CC1 (stereo not drawn)	4	12	0	13	21	-4	0.2	11	-0.5
CN(C)c1ccc(C=NCC2COc3ccccc3O2)cc1 (stereo not drawn)	12	2	2	-19	1	-1	0.6	-2	2.9
Cc1cc(C)n(C(=O)CCCCCC(=O)n2nc(C)cc2C)n1	nt	-2	0	nt	-7	-5	-1.0	1	nt
CC1(C(=O)O)CCC(C(=O)Nc2ccc(Cl)c(Cl)c2)C1(C)C (stereo not drawn)	16	14	5	-2	-8	6	-0.6	11	-0.6
COc1ccc2nc(NC(=O)CSc3nnc(N)s3)sc2c1	-3	-2	1	7	nt	2	-0.3	4	-0.3
CN1CCN(c2ccc(C(F)(F)F)cc2NC(=O)c2ccco2)CC1	8	-9	7	6	0	3	1.3	-3	1.3
Cc1cccc(N(C(=O)c2snc(C(N)=O)c2N)C(C(=O)NC2CCCC2)c2ccc(C)o2)c1 (stereo not drawn)	-21	11	3	nt	-21	1	-0.7	-4	-3.2
Cc1cc(C(=O)Nc2sc3c(c2C#N)CCC(C)C3)no1 (stereo not drawn)	-26	-1	4	-5	16	-9	1.1	-5	0.9
O=C(CN1CCCC1)Nc1ccc(Oc2ccc(NC(=O)CN3CCCC3)cc2)cc1	-2	-12	6	2	-10	1	0.8	-8	1.4
CCOCCCNC(=O)CNC(=S)N(Cc1ccccc1F)C1CCCCC1	nt	-2	6	9	1	1	0.1	3	nt
CCOC(=O)c1scc(-c2ccc(C)cc2)c1S(=O)(=O)Nc1ccc(OC)c(Cl)c1	nt	-3	10	6	nt	0	-0.8	-6	-1.1
O=C1CCCC2=C1C(c1ccc(Cl)cc1)N1C(=O)CCSC1=N2 (stereo not drawn)	8	0	5	8	-6	-3	-3.0	2	-3.4
CCN(CC)CCNCC(=O)N1c2ccccc2CCc2ccc(NC(=O)OC)cc21	7	1	5	6	-2	5	0.0	0	0.7
Cc1ccc(S(=O)(=O)N2CCCCC2)cc1NC(=O)c1ccccn1	9	-4	1	8	-3	-4	-0.3	0	-2.2
CCC(=O)N1c2ccc(S(=O)(=O)CCC(=O)N3CCN(c4ccccc4)CC3)cc2CC1C (stereo not drawn)	nt	-27	2	nt	1	2	1.0	-1	nt
COc1ccc2nc(SCc3ccccc3)nc(C)c2c1	1	10	10	9	-12	-5	1.2	1	0.2
COc1ccc(C)cc1NC(=O)CSc1nc2scc(C)c2c(=O)[nH]1	-3	-31*	11	-3	1	5	1.6	5	0.5
Cc1ccc(SCC(=O)OCC(=O)N(C)C2CCS(=O)(=O)C2)cc1C (stereo not drawn)	5	-3	1	17	6	4	-0.1	-11	0.7
OC1CSc2nc3ccccc3n2C1 (stereo not drawn)	5	-2	2	-1	-2	3	0.9	-1	0.4
CCc1ccccc1NC(=O)N1CCCC(CCC(=O)N(C)CCc2ccccn2)C1 (stereo not drawn)	33*	-1	2	-8	-10	-6	-0.2	-2	-0.6
COc1ccc(/C=N/NC(=O)CO/N=C(\C)c2cccs2)cc1	-10	1	0	-4	1	-2	0.5	-4	0.5
CSC1=N/C(=C\c2ccccc2C)C(=O)S1	-15	5	3	17	3	32*	0.9	3	-1.1
O=C(COC(=O)/C=C/c1ccc(F)cc1)Nc1ccccc1-c1ccccc1	-24	-4	13	-9	4	7	2.7	7	0.9
CCC(C)NC(=O)c1ccc2c(Cl)c3c(nc2c1)CCC3 (stereo not drawn)	nt	0	3	-6	-6	-3	0.0	0	nt
CCCCOC(=O)Nc1nccs1	4	-6	2	7	2	-5	-0.3	-2	0.4
Cn1c(CNc2ccc(Br)cc2)nc2ccccc21	6	3	2	-7	-15	0	0.1	-1	0.2
COc1ccc(CCNC(=O)c2cc3c(=O)n4cccc(C)c4nc3n(Cc3ccncc3)c2=N)cc1	-9	-3	3	-3	nt	2	-0.6	-1	0.4
CC(=O)N1CCN(c2ccccc2NC(=O)COc2cc(C)cc(C)c2)CC1	4	28	3	nt	6	-4	-0.3	2	1.1
O=C(NCCc1ccc(Cl)cc1)c1cc2ccccn2n1	4	-30	2	-1	-19	0	-0.2	5	-0.8
CCOC(=O)CNC(=O)Cc1ccc(OC)cc1	-14	-12	10	-5	8	-3	0.3	-4	0.5
COc1ccc(C(=O)C2CCCN(S(=O)(=O)N(C)C)C2)c(C)c1 (stereo not drawn)	-7	-9	8	-4	3	5	-0.3	-1	2.9
CCOC(=O)C1CCN(C(=O)c2ccc3c(c2)OCO3)CC1	-4	32	1	3	4	-4	-0.2	1	1.1
O=C1CC(c2ccco2)Cc2nc(NCC3CCCO3)ncc21 (stereo not drawn)	-17	-32*	0	5	-2	2	0.3	-3	-0.4
COc1cc(COC(=O)Oc2ccc(CNC(C)=O)cc2OC)c([N+](=O)[O-])cc1OC	-7	-11	2	2	nt	5	0.2	-3	0.2
COc1cccc(C(=O)Nc2ccc(N3CCN(C(=O)c4cccs4)CC3)cc2)c1	-3	0	2	-1	-25	-2	0.5	2	0.2
Cc1ccc(C(=O)O)cc1NC(=S)NC(=O)c1ccc(-c2ccccc2)cc1	6	-13	0	8	-22	2	-0.7	1	-0.1
C#CCNC(=O)C1=C[C@@H](C(C)(C)C)C[C@@H](OCc2ccc(CO)cc2)O1	2	-5	-1	13	nt	1	-0.3	1	-0.2
C(#CCN1CCOCC1)COCCCOC(c1ccccc1)c1ccccc1	10	0	1	-7	-7	-5	-0.3	-4	-1.5
Nc1nonc1C(=Nc1ccccc1)NO	nt	-6	2	nt	12	-6	-0.2	1	nt
COc1cc2nc(NCCCN3CCN(C)CC3)n3nc(-c4ccccc4)nc3c2cc1OC	-6	-5	9	1	-13	5	-0.5	-3	-0.4
CCN(CC)CCOC(=O)c1ccc(NC(=O)c2cccc(C)c2[N+](=O)[O-])cc1	-5	-14	7	-7	-5	0	-0.1	0	0.0
NS(=O)(=O)c1ccc(CCNC(=O)c2cccnc2)cc1	-9	-17	0	2	-1	1	0.4	-2	0.2
CC1(C)NC(=O)N(CC(=O)OCC(=O)c2ccc(F)cc2)C1=O	-27	9	2	9	-3	3	-0.1	0	-0.2
CCN1CCN(CCCNC(=O)c2ccc(CS(=O)c3ccc(Br)cc3)o2)CC1 (stereo not drawn)	-3	10	5	1	5	0	0.6	-1	0.4
CCc1nc2cc([N+](=O)[O-])c([N+](=O)[O-])cc2[nH]1	-7	-21	15	0	0	10	0.5	-9	0.6
CC1CCCN(C(=O)c2cc(-c3ccco3)nc3ccccc23)C1 (stereo not drawn)	-4	0	0	-5	-17	0	0.2	-2	-0.3
O=C(CCC1CCCC1)Nc1ccc(Br)cn1	-4	4	9	-12	5	-1	0.7	1	-0.3
Cc1cc(C(=O)Nc2ccccc2[N+](=O)[O-])cs1	-6	5	2	15	0	0	0.4	8	-0.6
S=C(NCc1cccnc1)Nc1ccc(Cl)c(Cl)c1	-9	-46*	28	-28	8	-14	2.9	-4	0.8
Cc1cc(C)nc(NS(=O)(=O)c2ccc(NC(=O)C3CC3)cc2)n1	19	0	2	-16	-12	-6	0.3	5	0.2
COc1ccc(-c2sc3ccccc3c2C#CCCO)cc1	2	-13	1	-5	nt	6	0.7	0	2.3
Cc1c(C(=O)Nc2ccc(C(=O)O)cc2)cnn1C	-15	-1	1	8	1	5	-0.1	-1	0.0
CCOC(=O)CNC(=O)CSc1nnc(-c2ccncc2)n1-c1ccc(Cl)cc1	nt	13	2	nt	3	-1	0.6	-6	nt
O=C1CCCC/C1=C\Nc1ccc(S(=O)(=O)Nc2cnc3ccccc3n2)cc1	-8	-2	4	9	13	-1	2.8	0	2.2
COc1cccc(-c2nc(CS(=O)(=O)c3ccccc3)no2)c1	23	-13	7	14	4	8	-0.2	0	0.6
COc1ccc(-c2noc(CNC(=O)c3ccc(OC)cc3OC)n2)cc1	nt	-2	10	-9	-3	2	0.9	-2	-0.3
O=C(c1ccccn1)N1CCN(c2cccc(C(F)(F)F)c2)CC1	-5	-3	2	3	-1	-2	0.9	4	2.0
COc1ccc(CCNC(=O)C2CCN(S(=O)(=O)c3cccc4cccnc34)CC2)cc1OC	16	14	2	14	-1	0	0.2	0	-0.8
COCCN(C(=O)c1ccc2ccccc2c1)c1c(N)n(Cc2ccccc2)c(=O)[nH]c1=O	nt	-16	4	6	-17	2	0.1	-5	nt

Complete entries, looked up by structure. Values in the order: D2 antag | D1 antagonist | D1 ag | D2 potentiator | RXFP1 antagonist | TRHR PAM | TRHR ag | D1 potentiator | D2 ag
CC1CCCN(C(=O)c2cc(-c3ccco3)nc3ccccc23)C1 (stereo not drawn) is entered as -4 | 0 | 0 | -5 | -17 | 0 | 0.2 | -2 | -0.3
CCOC(=O)CNC(=O)CSc1nnc(-c2ccncc2)n1-c1ccc(Cl)cc1 is entered as nt | 13 | 2 | nt | 3 | -1 | 0.6 | -6 | nt
Cc1c(C(=O)Nc2ccc(C(=O)O)cc2)cnn1C is entered as -15 | -1 | 1 | 8 | 1 | 5 | -0.1 | -1 | 0.0
COCCN(C(=O)c1ccc2ccccc2c1)c1c(N)n(Cc2ccccc2)c(=O)[nH]c1=O is entered as nt | -16 | 4 | 6 | -17 | 2 | 0.1 | -5 | nt
COc1ccc(CCNC(=O)C2CCN(S(=O)(=O)c3cccc4cccnc34)CC2)cc1OC is entered as 16 | 14 | 2 | 14 | -1 | 0 | 0.2 | 0 | -0.8

Other results follow.
SMILES	D2 antag	D1 antagonist	D1 ag	D2 potentiator	RXFP1 antagonist	TRHR PAM	TRHR ag	D1 potentiator	D2 ag
Cc1ccc(CCNC(=O)C2CCCN(S(=O)(=O)c3cccs3)C2)cc1 (stereo not drawn)	8	-4	5	2	-11	-2	0.5	-5	-0.4
Cc1ccc(COCCN2CCN(S(=O)(=O)c3ccc(C)cc3)CCC2=O)cc1	-9	5	-1	0	nt	-2	-0.3	-4	1.0
COc1ccc(NC(=O)CSc2c3c(nc4ccccc24)CCCC3)c(OC)c1	nt	4	1	nt	-21	-2	-0.5	-4	nt
COc1ccccc1NC(=O)/C(C#N)=C/c1cccnc1	-18	-31*	-1	1	-1	-5	0.2	-6	0.1
Cc1ccccc1OCC(=O)N(Cc1nc(-c2ccccc2)no1)C(C)C	1	9	4	-1	-15	-6	-0.1	-2	1.1
O=P(O)(CCc1ccccn1)CN1CCCCC1	3	-32*	1	4	3	-9	-0.3	-4	-0.3
COC(=O)c1ccc(N/N=C/c2cc([N+](=O)[O-])cc(OC)c2O)cc1	2	-1	0	11	-4	-2	2.9	-2	0.3
C#CCNC(=O)C1=C[C@H](C2CCCCC2)[C@@H](CCCO)[C@H](OCC)O1	6	10	-5	6	nt	18	0.9	-2	-0.3
CCOC(=O)Cn1c(=O)c2c(nc3n2CC(C)CN3Cc2ccccc2)n(C)c1=O (stereo not drawn)	0	5	2	0	-2	-1	0.1	-1	0.1
